T cell modulator: T cell immune modulators affecting CD8 T cell-vesicle binding. 2C CD8+ T cell-vesicle binding, flow cytometry; hits give low values. calls only at 7 µM. actives 0.068% (n = 330,000);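 active = response, share of CD8 T cells binding vesicles, and their 90th percentile fluorescence all below set limits, cut at about 80% in these data, passing the limit was not always enough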
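System: murine 2C transgenic CD8+ T lymphocytes; also added: QL9-loaded Drosophila micro-vesicles; times: binding 1.5 h at 37 °C; measured by: flow cytometry, PE anti-B7-1 (FL2) versus Alexa647 anti-CD8 (FL8), PFA-fixed; control set: Peptide-free naked vesicles (low) and QL9 vesicles with 0.7% DMSO vehicle (high)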
T cell modulator vesicle-bound %: recorded beside T cell modulator, whose call it bears; double positive events, %; measured here: CD8+ vesicle-bound cell fraction;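 binding gate set so that unloaded-vesicle control wells show 10% double positive cells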
* hit, by the source's call; i = inactive.

no.	T cell modulator	T cell modulator vesicle-bound %	Structure
1	i	19	C[C@H](NC(=O)C1CC(=O)N(c2ccc3c(c2)OCO3)C1)C(=O)NC1CCCC1 (stereo partly specified)
2	i	3	CN(Cc1ccccc1)C(=O)CNC(=O)C12CC3CC(CC(C3)C1)C2
3	i	15	O=C(c1ccccc1F)N1CCN(Cc2nc3sc4c(c3c(=O)[nH]2)CCCC4)CC1
4	i	23	CS(=O)(=O)c1ccc([C@@H](O)[C@@H](CF)NC(=O)C(Cl)Cl)cc1
5	i	7	CCc1nnc(SCC(=O)Nc2ccccc2)n1CC1CCCO1 (stereo unspecified)
6	i	40	CC1=C(C(=O)Nc2ccccc2C(=O)NCCCN2CCN(C)CC2)SCCO1
7	i	45	CC1CCCN(CCCNS(=O)(=O)c2ccc3c(c2)CCN3C(=O)C2CC2)C1 (stereo unspecified)
8	i	33	CCOC(=O)c1ccc(N(C(=O)CNC(=O)c2ccco2)C(C(=O)NCC2CCCO2)c2ccc(OC)c(OC)c2)cc1 (stereo unspecified)
9	i	60	COc1cnn(-c2cccc(C)c2)c(=O)c1Cl
10	i	9	Fc1ccc(-c2csc(-c3cccnc3)n2)cc1F
11	i	20	CCN(CC)C(=O)c1cc(-c2ccc3c(c2)OCO3)on1
12	i	12	Fc1ccc(Nc2ncnc3sccc23)cc1
13	i	31	CCOC(=O)c1c(S(=O)(=O)NC2CCN(C(=O)OCC)CC2)c(C)n(C)c1C
14	i	25	CC(OC(=O)Cn1[nH]c(=O)c2ccccc2c1=O)C(=O)NC1(C#N)CCCCC1 (stereo unspecified)
15	i	23	COc1cccc(CNCc2ccc(OC)c3ccccc23)c1OC
16	i	2	COc1ccccc1-n1nnnc1SCC(=O)Nc1ccccc1
17	i	43	CCCc1nc2ccc(N)cc2c(=O)n1Cc1ccccc1Cl
18	i	24	CCOc1ccc(/C(O)=C2/C(=O)C(=O)N(CCCN3CCOCC3)C2c2ccc(F)cc2)cc1C (stereo unspecified)
19	i	8	[O-][n+]1ccc(C(O)c2ccccc2)cc1 (stereo unspecified)
20	i	12	COc1ccc(NC(=O)Cn2nnc(C(=O)NCCc3ccccc3)c2N)c(OC)c1
21	i	13	CCOC(=O)COn1c(-n2nc(C)cc2C)nc2ccccc2c1=O
22	i	43	Cc1cccc(NC(=O)c2cc3ccccc3c(=O)o2)n1
23	i	18	Cc1cc(Cl)cc2c(N=Nc3ccccc3C(=O)O)c(O)[nH]c12
24	i	19	COc1ccc(-c2csc3ncnc(N4CCN(C(=O)c5ccco5)CC4)c23)cc1
25	i	58	Cc1cccc(C(=O)NCC(=O)OCC(=O)NCCNC(=O)COC(=O)CNC(=O)c2cccc(C)c2)c1

Among those listed so far, 2 contain a furan ring, fused or not.
no.	T cell modulator	T cell modulator vesicle-bound %	Structure
8	i	33	CCOC(=O)c1ccc(N(C(=O)CNC(=O)c2ccco2)C(C(=O)NCC2CCCO2)c2ccc(OC)c(OC)c2)cc1 (stereo unspecified)
24	i	19	COc1ccc(-c2csc3ncnc(N4CCN(C(=O)c5ccco5)CC4)c23)cc1

Additional results follow:
no.	T cell modulator	T cell modulator vesicle-bound %	Structure
26	i	47	Oc1ccc(-c2cnc3ccccc3n2)cc1
27	i	26	CCCCn1c(N)c(N(CC(C)C)C(=O)c2ccc([N+](=O)[O-])o2)c(=O)[nH]c1=O
28	i	14	CCCn1c(-c2cc(OC)c(OC)c(OC)c2)nc2c1c(=O)[nH]c(=O)n2Cc1ccccc1
29	i	10	COc1cccc(-c2ccc(NC(=O)C3CCCN(Cc4cnn(C(C)C)c4)C3)cc2)c1 (stereo unspecified)
30	i	17	CC(C)n1c(SCC(=O)Nc2nncs2)nnc1C1CC1
31	i	7	CC(Oc1ccc(Br)cc1)C(=O)Nc1ccc(N2CCOCC2)cc1N1CCOCC1 (stereo unspecified)
32	i	6	CN(CCC#N)C(=O)COC(=O)c1ccc2c(c1)C(=O)N(C1CCCCC1)C2=O
33	i	30	CCn1c(SCC(=O)Nc2ccc(N3CCOCC3)cc2)nnc1-c1ccco1
34	i	6	COc1ccc(-c2nonc2NC(=O)c2oc3ccccc3c2C)cc1OC
35	i	42	COc1ccccc1/C=N/Nc1nc(C)c(C(C)=O)s1
36	i	3	Cc1c(C)n(Cc2ccc(Cl)cc2)c2ccc(C(=O)NCCCN3CCOCC3)cc12
37	i	24	O=C(NCC1CCCO1)C(c1ccco1)N(Cc1ccc(F)cc1)C(=O)CN1C(=O)c2ccccc2S1(=O)=O (stereo unspecified)
38	i	56	O=C(c1ccc(F)cc1)c1cc2ccc(O)cc2oc1=O
39	i	26	O=C(NCC(c1ccco1)N1CCCC1)c1cn(Cc2ccccc2)nc1-c1ccccc1 (stereo unspecified)
40	i	32	CC(C)C(=O)Nc1cc(S(=O)(=O)N2CCOCC2)ccc1N1CCCCC1
41	i	49	CCOc1ccc(OCC(=O)OCC(=O)NCC2CCCO2)cc1 (stereo unspecified)
42	i	19	COc1cccc(N(C(=O)c2snc(C(N)=O)c2N)C(C(=O)NCC2CCCO2)c2ccc(F)cc2)c1 (stereo unspecified)
43	i	23	Cc1nn(-c2ccc(Br)cc2)c(=O)c2ccccc12
44	i	41	CC(OC(=O)/C=C/c1ccco1)C(=O)NC1CCCCC1C (stereo unspecified)
45	i	34	C=C[C@@H]1c2cc(C)ccc2N(S(=O)(=O)c2ccc(C)cc2)[C@H](c2ccc(OC(C)=O)cc2)C1(C#N)C#N
46	i	20	CC(C)(C)CC(=O)Nc1nnc(SCC(=O)N2CCCCC2)s1
47	i	15	CC(=O)CCc1ccc(OCC(O)CNCCOc2ccc(C)cc2)cc1 (stereo unspecified)
48	i	20	COc1cc(C(=O)NCC(=O)NCCCSc2ccccc2)cc(OC)c1OC
49	i	24	COc1ccc(C2C(C#N)=C(N)N(N(C)C)C3=C2C(=O)CC(C)(C)C3)cc1 (stereo unspecified)
50	i	20	O=[N+]([O-])c1ccc(S(=O)(=O)Nc2nnc(C3CCCCC3)s2)cc1
51	i	38	Cc1ccc(-c2nnc(N3CCN(CCO)CC3)c3ccccc23)cc1
52	i	65	COc1ccc(CN2C(=O)c3ccccc3C2=O)cc1C(=O)O
53	i	52	COc1ccc(NC(=O)C(=O)NCC2CCCN2S(=O)(=O)c2cccs2)cc1 (stereo unspecified)
54	i	68	Cc1cc(C)c2c(CC(=O)N3CCCC3)coc2c1
55	i	24	O=C(NCc1n[nH]c(=S)n1-c1ccc(Cl)c(Cl)c1)c1ccc(S(=O)(=O)N2CCCCC2)cc1
56	i	35	CCCCN1CCN=C1N(C)C
57	i	43	N#CCSc1ccc2nc(-c3ccccc3)cn2n1
58	i	55	O=C(Nc1cccc(S(=O)(=O)N2CCCCC2)c1)c1cncc(Br)c1
59	i	40	CCN(CC)c1ccc(C(=O)Nn2c(C)nc3ccccc3c2=O)cc1
60	i	27	O=C(CSc1ccccc1)NCC1(N2CCOCC2)CCCCC1
61	i	49	CCN1CCN(c2ccc(S(=O)(=O)N3CCOCC3)cc2NC(=O)c2ccc(C(F)(F)F)cc2)CC1
62	i	70	O=c1cc(-c2ccc(O)cc2)oc2c1ccc1ccccc12
63	i	20	C/C(CC(=O)Nc1ccc2c(c1)OCCO2)=N\NC(=O)COc1ccc(C)cc1
64	i	46	O=C1NC[C@H](c2ccccc2)OC(=O)[C@H](Cc2ccc(F)cc2)C/C=C\C[C@H]1CC(=O)N(CCO)Cc1ccccc1
65	i	52	CS(=O)(=O)c1ccccc1-c1nnc(NC(=O)CCS(=O)(=O)c2ccc(Cl)cc2)o1
66	i	19	COc1ccc([C@H]2CC(=O)C=C(c3ccc(-c4ccccc4)c(F)c3)C2)cc1
67	i	25	CN(Cc1cc([N+](=O)[O-])ccc1Cl)C(=O)C[n+]1ccccc1
68	i	26	O=C(Nc1cc(=O)[nH]c(=O)[nH]1)c1cccc(C(F)(F)F)c1
69	i	12	COc1cccc(NC(=O)CCCN2C(=O)C3CC=CCC3C2=O)c1 (stereo unspecified)
70	i	32	Cc1ccc(C2(C)NC(=O)N(CC(=O)NCc3cccc(Cl)c3)C2=O)cc1 (stereo unspecified)
71	i	40	O=C(COC(=O)c1ccccc1Cc1ccccc1)NC1CCS(=O)(=O)C1 (stereo unspecified)
72	i	14	N#CC(Cc1cccc(CC(C#N)(c2ccccc2)c2ccccc2)c1)(c1ccccc1)c1ccccc1
73	i	16	O=C(CC1C(=O)NCCN1CCCc1ccccc1)NCCc1ccccc1F (stereo unspecified)
74	i	25	Cn1nc(C(=O)NC2CCCN(Cc3ccccc3F)C2)c2ccccc2c1=O (stereo unspecified)
75	i	57	COc1ccc(OC)c(S(=O)(=O)N2CCC(c3nc4ccccc4[nH]3)CC2)c1

Part of the list above, set out differently:
| no. | canonical_smiles | T cell modulator | T cell modulator vesicle-bound % |
| --- | --- | --- | --- |
| 51 | Cc1ccc(-c2nnc(N3CCN(CCO)CC3)c3ccccc23)cc1 | i | 38 |
| 62 | O=c1cc(-c2ccc(O)cc2)oc2c1ccc1ccccc12 | i | 70 |

Next section.
no.	T cell modulator	T cell modulator vesicle-bound %	Structure
76	i	12	O=C(NCc1ccc(OC(F)(F)F)cc1)C1CC2Cn3c(nc4ccccc43)C2N1Cc1ccccc1 (stereo unspecified)
77	i	24	Nc1ccc(N=Nc2ccccc2)c2cccnc12
78	i	25	Cc1cc(C(=O)Nc2ccc3c(c2)CCC3)ccc1[N+](=O)[O-]
79	i	30	CC(OC(=O)C1CCCC1)C(=O)Nc1ccc(C(N)=O)cc1 (stereo unspecified)
80	i	55	Cc1nnc(NC(=O)CN2CC(C)OC(C)C2)s1 (stereo unspecified)
81	i	25	CC1(CCC(=O)N2CCCC(N3CCN(c4ccc(F)cc4)CC3)C2)CC1 (stereo unspecified)
82	i	22	Cc1ccccc1C(=O)N1CCN(c2ccc(NC(=O)c3ccc([N+](=O)[O-])o3)cc2)CC1
83	i	64	Cc1ccc(NC(=O)N2CCCCCC2)cc1
84	i	29	O=C(COc1ccc(S(=O)(=O)N2CCCC2)cc1)N1CCCCC1
85	i	58	Cc1cc(CN2CCCC(N3CCc4ccccc4C3)C2)cc(C)c1O (stereo unspecified)
86	i	41	CC(NC(=O)CN1C(=O)NC(c2ccccc2)(c2ccccc2)C1=O)c1cccs1 (stereo unspecified)
87	i	22	CCOCCCNC(=O)C1(O)c2ccccc2NC(=O)N1c1ccc(Cl)c(Cl)c1 (stereo unspecified)
88	i	45	COc1cccc(COC(=O)c2cc(S(=O)(=O)N3CCCCC3)ccc2N2CCOCC2)c1OC
89	i	45	Cn1nc(C(=O)NCc2ccccc2Cl)c2c1-c1ccccc1S(=O)(=O)C2
90	i	60	COc1ccc(S(=O)(=O)NCCc2c[nH]c3ccc(Cl)cc23)cc1
91	i	57	COc1cc(CN2CCNC(=O)C2CC(=O)NC2CCCCC2)cc(OC)c1 (stereo unspecified)
92	i	7	CCc1ccc(CN2CCN(C(=O)c3ccco3)CC2)cc1
93	i	41	Cc1ccc(C[n+]2ccccc2)cc1
94	i	41	COCCN(C(=O)c1ccc(COc2ccccc2)o1)c1c(N)n(CC(C)C)c(=O)[nH]c1=O
95	i	11	COc1ccc(CN(C)C(=O)c2ccncc2)c(OC)c1
96	i	15	O=C(NCC(c1cccs1)N1CCOCC1)c1cc(S(=O)(=O)N2CCOCC2)c(Cl)cc1Cl (stereo unspecified)
97	i	37	NC(=O)C1CCN(c2oc(-c3ccccc3)nc2S(=O)(=O)c2ccc(Br)cc2)CC1
98	i	31	O=C1c2ccccc2CCc2ccc(Br)cc21
99	i	43	Cc1cccc(NC(=O)CCCc2ccccc2)c1C
100	i	10	Cc1ccc(CNC(=O)C2(C(F)(F)F)C/C(=C\Cc3ccccc3)CCCO2)o1 (stereo unspecified)

Whole records, quoted from the list. Screens in order: T cell modulator, T cell modulator vesicle-bound %
Cc1cc(CN2CCCC(N3CCc4ccccc4C3)C2)cc(C)c1O (stereo unspecified) is listed as i, 58
COc1cccc(COC(=O)c2cc(S(=O)(=O)N3CCCCC3)ccc2N2CCOCC2)c1OC is listed as i, 45
COc1ccc(S(=O)(=O)NCCc2c[nH]c3ccc(Cl)cc23)cc1 is listed as i, 60
O=C1c2ccccc2CCc2ccc(Br)cc21 is listed as i, 31
COc1ccc(CN(C)C(=O)c2ccncc2)c(OC)c1 is listed as i, 11

(more compounds)
no.	T cell modulator	T cell modulator vesicle-bound %	Structure
101	i	30	CC1CN(C(=O)c2ccc(NS(=O)(=O)c3ccc(F)cc3)cc2)CC(C)O1 (stereo unspecified)
102	i	26	O=C(Nc1nccs1)c1nc[nH]c1C(=O)N1CCN(c2ccccc2)CC1
103	i	42	CCc1nc2ccc(C(=O)N3CCN(c4ccccc4)CC3)cc2nc1CC
104	i	26	CC(=O)NC(Cc1ccccc1F)C(=O)NC1CCN(C(=O)Nc2ccc(C)cc2)CC1 (stereo unspecified)
105	i	20	Cc1cc(NC(=O)CSc2nc3cc(Cl)ccc3o2)no1
106	i	58	C[n+]1ccn(CC(=O)c2cc(C(C)(C)C)c(O)c(C(C)(C)C)c2)c1
107	i	34	CN(C)C(=O)c1ccc(=O)n(Cc2ccc(Cl)cc2Cl)c1
108	i	16	O=C1NC(=S)N/C1=C/c1ccc2ccccc2c1
109	i	9	CCC1CN(C(=O)N2CCC(C(=O)NCc3ccc(C)o3)CC2)c2cc(C)ccc2O1 (stereo unspecified)

Exported as tab-separated lines: two of the compounds above.
no.	SMILES	T cell modulator	T cell modulator vesicle-bound %
105	Cc1cc(NC(=O)CSc2nc3cc(Cl)ccc3o2)no1	i	20
106	C[n+]1ccn(CC(=O)c2cc(C(C)(C)C)c(O)c(C(C)(C)C)c2)c1	i	58

Bioassay records (PubChem BioAssay)

Not all compounds are listed (hit frequency here may not be typical).
